Screening data deposited in PubChem by several laboratories.
TWEAK Fn14 block: inhibitors of TWEAK-Fn14 interaction signaling; TWEAK-stimulated Fn14 reporter cells, luciferase luminescence, 8 h; inhibition, % at 10 µM; actives 2% (n = 360,000); AID 1159606; in the data active means inhibition above about 50%
NOD2-RIPK2 inh: NOD2-RIPK2 protein interaction inhibition | CHO BLA complementation NOD2-RIPK2, CCF4 ratio | O43353 | inhibition, % at 4.98 µM | AID 624267 | actives 0.38% (n = 360,000); in the data active means inhibition above about 21%;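 further: 0% = vehicle only and 100% = reference blocker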
TLR9-MyD88 block: inhibitors of human TLR9-MyD88 binding. Q9NR96+Q99836. CHO BLA complementation TLR9-MyD88, CCF4 FRET ratio. inhibition, % at 4.98 µM. actives 0.21% (n = 340,000);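 active means inhibition above the mean over all tested compounds plus 3 SD, cut at about 21% in these data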;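 further: 0% = DMSO only wells and 100% = clavulanate BLA inhibitor control wells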
NCOA1 inh: inhibits human SRC1 coactivator; AID 588354; HEK293 GAL4-SRC1 luciferase reporter, luminescence; Q15788; actives 0.12% (n = 360,000); inhibition, % at 3.6 µM;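 active means inhibition above the campaign mean plus 3 SD, with each screening campaign given its own cutoff, cut at about 60% in these data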;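 further: 0% = DMSO treated cells and 100% = gossypol at 36 µM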
COUP-TFII inh: inhibitors of human COUP-TFII (NR2F2). HEK293T NGFI-A luciferase reporter, luminescence. inhibition, % at 8.6 µM. actives 0.7% (n = 370,000). P24468. AID 686940;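 active means inhibition above a per-plate cutoff, mean inhibition of test wells between control levels plus 3 SD, cut at about 38% in these data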;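 further: cells cotransfected with COUP-TFII expression vector driving the NGFI-A reporter; 0% = median of COUP-TF2 test wells and 100% = reporter-only cells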
Target sequence (P24468 whole entry, looked up): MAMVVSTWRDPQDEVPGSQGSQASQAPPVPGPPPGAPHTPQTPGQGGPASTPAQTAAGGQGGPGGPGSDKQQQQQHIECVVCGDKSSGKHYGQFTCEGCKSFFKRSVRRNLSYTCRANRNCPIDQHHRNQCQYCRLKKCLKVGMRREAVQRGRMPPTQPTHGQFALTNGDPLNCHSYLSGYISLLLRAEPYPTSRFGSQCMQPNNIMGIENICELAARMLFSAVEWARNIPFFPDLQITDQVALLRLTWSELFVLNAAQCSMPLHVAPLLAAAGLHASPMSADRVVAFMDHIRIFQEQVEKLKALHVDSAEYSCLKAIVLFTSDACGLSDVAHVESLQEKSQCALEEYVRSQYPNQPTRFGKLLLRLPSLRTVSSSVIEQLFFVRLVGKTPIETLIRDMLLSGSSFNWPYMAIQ
EBV LMP1 NFkB: inhibitors of Epstein-Barr LMP1-induced NF-kappaB reporter; LMP1-induced NF-kappaB luciferase reporter cells, luminescence; inhibition, % at 12.5 µM; actives 0.69% (n = 350,000); AID 504558; in the data active means inhibition above about 41%;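 further: 0% = neutral control wells and 100% = reference inhibitor control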
LRH-1 inv ag: NR5A2 inverse agonism in reporter assay; O00482; HEK293T StAR-luciferase reporter, LRH-1 transfected, 24 h; inhibition, % at 3.6 µM; actives 0.13% (n = 360,000); AID 602396;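 active means inhibition above the mean inhibition of all tested compounds plus 3 SD, cut at about 73% in these data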;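 further: 0% = DMSO wells and 100% = reporter-only cells lacking LRH-1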
SRC3 inh: human NCOA3 inhibition | HEK293 GAL4-SRC3 luciferase reporter, luminescence | AID 588352 | inhibition, % at 3.6 µM | actives 0.17% (n = 360,000);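 active means inhibition above a per-campaign cutoff, the mean of all compounds plus 3 SD, cut at about 60% in these data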;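 further: 0% = DMSO-treated cells and 100% = gossypol-treated cells at 36 µM; higher means less SRC3-driven luciferase light from the GAL4 reporter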
NCOA2 inhibitor: human SRC2 (NCOA2) inhibition | Q15596 | HEK293 GAL4-SRC2 luciferase reporter, luminescence | inhibition, % at 9 µM | actives 0.17% (n = 370,000) | AID 651957;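 active means inhibition above the mean inhibition of all tested compounds plus 3 SD, set per campaign, cut at about 52% in these data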;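 further: 0% = DMSO treated cells and 100% = cells given Gossypol at 36 µM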
TROY signal inh: TROY signaling inhibition. inhibition, % at 10 µM. actives 0.98% (n = 360,000). Q293 LMP1-TROYcd NF-kB luciferase reporter, 4 h;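 active means compounds whose plate-normalised and pattern-corrected inhibition of the luciferase reporter signal at the single screening dose is 50% or more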
C8 TRAIL sens: sensitizes caspase-8 expressing cells to TRAIL. NB7+C8 cells + TRAIL, ATPlite viability luminescence. inhibition (viability loss, TRAIL sensitization), % at 10 µM. actives 1% (n = 360,000). AID 624354;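 active means compounds causing at least 50% loss of cell viability in the single-dose screen, relative to plate controls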
An asterisk follows results filed as active; . = not tested or not shown; & = joins results of further samples. Some of the compounds tested, so the mix of outcomes need not match the whole.

SMILES | TWEAK Fn14 block | NOD2-RIPK2 inh | TLR9-MyD88 block | NCOA1 inh | COUP-TFII inh | EBV LMP1 NFkB | LRH-1 inv ag | SRC3 inh | NCOA2 inhibitor | TROY signal inh | C8 TRAIL sens
COc1ccc(C(=O)C2CCCN(C(=O)Cn3cncn3)C2)cc1OC (configuration not stated) | 7 | 3 | 8 | 5 | -14 | -4 | 7 | 6 | -13 | -6 | -10
COc1ccccc1C(=O)Nc1cc(C)on1 | 1 | 0 | -3 | -48 | -36 | -4 | -38 | -55 | -77 | -14 | -5
COc1cccc(NC(=S)N2CCN(C(c3ccccc3)c3ccccc3)CC2)c1 | 11 | -10 | 3 | 1 | -18 | -5 | 12 | 3 | 12 | -8 | -2
CSc1ccc(S(=O)(=O)Nc2ccc3c(c2)OCCO3)cc1 | 30 | -7 | -4 | 5 | 20 | 0 | 6 | 1 | 10 | 15 | -7
O=C(Cn1c(=O)oc2cc(S(=O)(=O)NCc3ccccc3)ccc21)NCc1ccco1 | -15 | 4 | 6 | -12 | 4 | -15 | 0 | -8 | -6 | -16 | -1
Cc1cccc(CSc2ccc3nnc(-c4cccs4)n3n2)c1 | -3 | 3 | 2 | -9 | -6 | -7 | -5 | -11 | -3 | -17 | -10
CC(=O)Nc1ccc(C(=O)CSc2nnnn2C2CCCC2)cc1 | -8 | -3 | 9 | 3 | 0 | -10 | 16 | -2 | 1 | -23 | 6
COc1ccccc1OCCNC(=O)c1ccc(C(C)(C)C)cc1 | -25 | -8 | -8 | -45 | -29 | -8 | -65 | -41 | -58 | -28 | -10
O=C(CCCc1ccccc1)Nc1cccnc1 | -17 | -1 | 4 | -57 | -14 | -19 | -75 | -35 | -14 | -27 | -19
COc1cccc(CNC(=O)C2CCCN(c3nn4c(=O)cc(C)nc4s3)C2)c1 (configuration not stated) | 2 | -12 | 3 | 16 | -2 | 2 | -8 | 15 | -29 | -12 | -13
CC(C)(Oc1ccc(Cl)cc1)C(=O)N/N=C/c1cn[nH]c1-c1ccccc1 | 0 | 3 | 7 | -4 | 8 | -6 | 15 | 20 | 31 | 5 | -1
COc1cc2c(C)nc(C)c(C#N)c2cc1OC | -10 | 0 | 3 | 7 | -32 | -15 | 9 | 13 | 0 | -15 | -28
COc1cc(-c2cc(NC(C)=O)c3ncc(-c4ccc(C(C)=O)cc4)n3c2)cc(OC)c1OC | -1 | -11 | . | -2 | -32 | . | 29 | 7 | -6 | 0 | 9
COC(=O)c1cc(Br)c(=O)n(CC(C)C)c1 | 15 | 5 | -6 | 5 | -2 | 6 | 4 | 8 | 6 | 8 | -3
CCC(=O)c1cn(CC(=O)Nc2ccccc2Cl)c2ccccc12 | 7 | -6 | -14 | 1 | 14 | -2 | -6 | 15 | 10 | 9 | -9
COc1ccc(N2C(=O)NC3CC2(C)Oc2ccc(Br)cc23)cc1OC (configuration not stated) | -5 | -6 | 3 | -11 | -14 | -10 | 16 | 16 | 1 | -11 | -1
COc1ccc(CNC(=O)COC(=O)CCc2nc3ccccc3c(=O)[nH]2)cc1 | -1 | -3 | -3 | -29 | 9 | -5 | -2 | 0 | 2 | -6 | -10
CC1CCC(C(C)C)C(OC(=O)CSc2nc(N)cc(=O)[nH]2)C1 (configuration not stated) | 0 | -6 | -8 | 6 | -4 | 3 | -6 | -19 | 4 | 3 | -9
Cc1n[nH]c(C)c1N=Nc1cc(Cl)ccc1Cl | 43 | 0 | -5 | 7 | 10 | -1 | -3 | 8 | -3 | 26 | 8
Cc1nc2c(-c3ccc(F)cc3)c(C)nn2c(C)c1CCC(=O)N1CCC(Cc2ccccc2)CC1 | -2 | 0 | -10 | -14 | 2 | -3 | 9 | -13 | -14 | 27 | 9
CCCCn1c(=O)[nH]c(=O)c2c1nc(-c1ccc(OCCC)c(OCC)c1)n2C | 8 | -1 | -7 | 10 | -7 | 4 | -2 | 3 | 1 | -1 | -7
CCN(CC)c1ccc(NC(=O)c2ccco2)cc1 | 25 | -2 | 0 | -96 | -54 | 5 | -67 | -93 | -32 | -2 | 62*
O=C(NCc1ccccc1)c1cccc(S(=O)(=O)N2CCOCC2)c1 | -7 | -4 | 1 | -1 | 3 | 4 | -24 | 9 | 17 | 1 | -4
O=C1C=C(c2cccc(OCc3ccccc3)c2)C[C@@H](c2ccc3c(c2)OCO3)C1 | 3 | -4 | 4 | 2 | -13 | 12 | -14 | -2 | -14 | 2 | -5
Cc1ccc(C)n1CCN1CCN(C(=O)c2ccc(Cl)cc2)CC1 | 15 | 6 | 9 | -8 | 5 | -9 | 4 | 8 | -12 | -5 | 0

(more compounds)
SMILES | TWEAK Fn14 block | NOD2-RIPK2 inh | TLR9-MyD88 block | NCOA1 inh | COUP-TFII inh | EBV LMP1 NFkB | LRH-1 inv ag | SRC3 inh | NCOA2 inhibitor | TROY signal inh | C8 TRAIL sens
CN(c1ccccc1)S(=O)(=O)c1ccc(C(=O)Nc2nnc(C3CC3)s2)cc1 | -2 | -2 | -8 | -9 | 12 | -2 | -6 | 6 | 12 | 7 | 3
O=C(/C=C/c1ccccc1)N1CCC(Cc2ccccc2)CC1 | -31 | 2 | 2 | -24 | -14 | -9 | -23 | -13 | -17 | -51 | -3
CC(=O)N/N=C(/c1ccccc1)C(O)c1ccccc1 (configuration not stated) | 7 | 4 | 7 | 2 | 12 | 3 | -22 | 6 | -14 | 2 | 1
CN1CCc2c(sc3c2c(=O)n(-c2ccccc2)c2nncn32)C1 | 17 | -3 | 1 | -3 | -3 | -6 | -4 | 10 | -33 | 3 | -8
N#C/C(=C(/O)c1ccco1)c1nc2ccccc2s1 | -6&-14 | -7&-7 | 4&-9 | -48&-60 | -9&-13 | -11&-14 | -79&-66 | -37&-82 | -63&0 | -23&-77 | 8&12
CCOc1ccc(NC(=O)c2cn(CC(C)C)c(=O)c3c2c2ccccc2n3C)cc1 | -43 | 1 | 4 | 0 | -12 | -6 | -6 | 4 | 9 | 39 | 6
Cc1ccc(S(=O)(=O)c2nc(S(C)(=O)=O)sc2N2CCC(C(N)=O)CC2)cc1 | -10 | -8 | 0 | -11 | 5 | -2 | -6 | 9 | 2 | 1 | -6
Cc1cccc(C(=O)N/N=C/C(C)Cc2ccc3c(c2)OCO3)c1 (configuration not stated) | 31 | -2 | 10 | 2 | -14 | 0 | -12 | -6 | -17 | -24 | 6
COc1ccc(N2CCN(C(=O)c3ccccc3N(C)S(=O)(=O)c3ccc(C)cc3)CC2)cc1 | 8 | 1 | -6 | 5 | 12 | -2 | -8 | 1 | -16 | 15 | -6
COc1ccc(-c2c(-c3ccccc3OC)oc3ccccc23)cc1F | -10 | 2 | 2 | 1 | -37 | 0 | 3 | 0 | -1 | -13 | 2
Cc1cccc(C(=O)OCC(=O)NC2CC2)c1O | -4 | 3 | -16 | -19 | -11 | -3 | -15 | -4 | -9 | -12 | -8
CCN1CCC2(CC1)Oc1c(OC)cccc1C1CC(c3cccnc3)=NN12 (configuration not stated) | -24 | -4 | . | -40 | -25 | . | -37 | -23 | -12 | -33 | -9
O=C(O)c1cccc(S(=O)(=O)N(Cc2ccccc2)c2ccc(Cl)cc2)c1 | 25 | -1 | -6 | -23 | 18 | -5 | 3 | -27 | -22 | -2 | 5
CC(C)(C)NC(=O)/C=C/c1ccc(C(F)(F)F)cc1 | -22 | -8 | 0 | 2 | -36 | -23 | -58 | -2 | -1 | -70 | 6
O=C(Nc1nccs1)C1CCCN1S(=O)(=O)c1ccc(F)cc1 (configuration not stated) | 0 | 2 | 9 | -3 | -12 | -12 | 3 | 4 | 4 | 8 | -3
C=CCOc1ccc(CN(C)CC(=O)N(CC(C)C)c2c(N)n(CC(C)C)c(=O)[nH]c2=O)cc1 | 8 | 2 | 0 | 0 | 5 | -4 | -1 | 20 | -50 | -2 | -5
COCCNC(=O)C1(C)CCCN(C(=O)c2c(-c3ccccc3)noc2C)C1 (configuration not stated) | 0 | 1 | . | -3 | 16 | . | 5 | 3 | 2 | -7 | -2
O=C(O)c1ccc(Nc2nc(-c3ccc([N+](=O)[O-])cc3)nc3ccccc23)cc1 | 17 | -3 | 2 | -4 | -8 | 0 | 2 | -17 | 11 | -23 | 3
CCOc1ccc(OCCCC(=O)ON=C(N)c2ccccc2C)cc1 | 5 | -12 | 2 | -33 | -13 | 2 | -16 | 6 | -9 | 8 | -17
CCOC(=O)N1CCN(Cc2nnc(-c3ccccc3C)o2)CC1 | 17 | 2 | -4 | -6 | -3 | -2 | 9 | -3 | 17 | 1 | -4
COc1ccc(Nc2cc(C)nc3ncnn23)cc1Cl | -15 | -1 | -3 | -10 | -2 | -2 | 19 | 21 | 6 | 15 | 12
